Imprint erasure = qHTS Assay for Compounds that Induce Erasure of Genomic Imprints | mouse ES Peg3-LacZ reporter, beta-gal luminescence, 40 h | Potency, µM (titrated, usually from 60.7 µM), without a hit: at the highest dose activity change, positive = activation, most hits filed as activators | AID 1948, 2009 | 110,000 tested, 0.02% active;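 note: 0% = negative control wells on the plate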
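Imprint erasure is scored as LacZ activity from the silenced maternal Peg3 allele in feeder-free female ES cells cultured 40 h with LIF. Luminescence is normalized to in-plate negative controls and fitted to the Hill equation.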
p53ts 32C tox = qHTS Screen for Compounds that Selectively Target Cancer Cells with p53 Mutations: Cytotoxicity of p53ts Cells at the Permissive Temperature | H1299-p53A138V at 32C, ATP luminescence viability, 24 h | Potency, µM (doses to about 46.1 µM), for inactives: at the highest dose activity change, negative = cytotoxicity, usual class: cytotoxic | 130,000 tested, 0.93% active;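 note: 0% = DMSO and -100% = full killing by reference compound; nearly all actives have a fitted effect of over 55% in size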
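H1299-p53 A138V cells (temperature-sensitive p53) exposed 24 h to up to 46 uM compound at 32C, where p53 is wild-type in conformation. Viability read as ATP luminescence and normalised to DMSO and 100 uM tamoxifen. AC50 fitted with the Hill equation.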
IkB sig inh = IkB Signaling; ABC-DLBCL IkBa-CBG/CBR dual luciferase ratio, 4 h; response scale: scaled: untreated 0%, proteasome inhibitor 100%; Potency, µM (series often up to 57.1 µM), without a hit: at the top dose IkBa stabilization activation; AID 445, 2006; 110,000 tested, 0.04% active; active = well fitted curve in the direction sought with a large enough effect in the signal ratio, not every such curve was filed as active; inconclusive = small, poorly fitted or top-dose-only effect, or a change in a side signal; the % refers to the signal ratio;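 note: the direction sought is a rising ratio; 0% = basal untreated cells and 100% = reference inhibitor full response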
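Curves were fitted separately to fusion (green), unfused (red) and ratio luminescence, then classed by r2, magnitude and activity. Cells: OCI-Ly3, 4 h compound plus doxycycline at 37C; 10 uM MG-132 defined full response.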
p53ts 39C kill = qHTS Screen for Compounds that Selectively Target Cancer Cells with p53 Mutations: Cytotoxicity of p53ts Cells at the Nonpermissive Temperature | AID 902, 2007 | 130,000 tested, 1.5% active | Potency, µM (top dose mostly 46.1 µM), for inactives: at the highest dose activity change, negative = cell killing, hits mostly cytotoxic | H1299-p53A138V viability at 39C, ATP luminescence, 24 h; note: nearly all actives have a fitted effect of over 55% in size
Numbers without * were called inactive; [ ] = remark or other dose. Unless noted, calls come from the whole dose curve; as a rule, active = well fitted curve in the direction sought with a large enough effect; inconclusive = small, poorly fitted or top-dose-only effect, or another doubt; inactive = no such curve, though single readings can be large; an effect the other way counts as inactive or inconclusive. Unless noted, % is set by controls: 0 for no effect and ±100 for the full control effect; potency is the fitted concentration of half-maximal effect.

How did O=C(CSc1nc(-c2ccccc2)[nH]c1-c1ccccc1)Nc1ccc2c(c1)OCO2 do in these assays?
Imprint erasure: -4%[10.9 µM]; p53ts 32C tox: inconclusive; IkB sig inh: inconclusive; p53ts 39C kill: inconclusive

What do the screens show for `COCCNC(=O)CSc1nc2cc3c(cc2c(=O)n1CCCC(=O)NCc1ccc2c(c1)OCO2)OCO3`?
Imprint erasure: inconclusive; p53ts 32C tox: 14%; IkB sig inh: -1.0%; p53ts 39C kill: -9%

What do the screens show for `CN(C(=O)c1ccc(Cl)c(S(=O)(=O)N2CCOCC2)c1)c1ccccc1C(=O)O`?
Imprint erasure: -14%; p53ts 32C tox: -2%; IkB sig inh: 2.8%; p53ts 39C kill: 3%

Results for CCOC(=O)N1CCN(C(=O)c2ccc3c(=O)n4c(nc3c2)CCCCC4)CC1 ?
Imprint erasure: -6%; p53ts 32C tox: 15%; IkB sig inh: -1.9%; p53ts 39C kill: -9%

What do the screens show for `CC1CCN(S(=O)(=O)c2ccc3c(c2)oc(=O)n3CC(=O)NCc2ccc3c(c2)OCO3)CC1`?
Imprint erasure: -22%; p53ts 32C tox: 49%[activator]; IkB sig inh: inconclusive; p53ts 39C kill: 40%[activator]

How did CCOc1ccc(-c2cc(CCCC(=O)NCCc3ccc(SC)cc3)no2)cc1 do in these assays?
Imprint erasure: 17%[10.9 µM]; p53ts 32C tox: 3%; IkB sig inh: inconclusive; p53ts 39C kill: -11%

Results for O=C(Nc1cc2ccc(O)cc2oc1=O)c1ccccc1 ?
Imprint erasure: -57%[inhibitor][10.9 µM]; p53ts 32C tox: inconclusive; p53ts 39C kill: 7.9µM*

What do the screens show for `CCOC(=O)N1CCN(C(=O)CSCC(=O)Nc2nc(-c3ccc4c(c3)OCO4)cs2)CC1`?
Imprint erasure: -41%[inhibitor]; p53ts 32C tox: -9%; IkB sig inh: inconclusive; p53ts 39C kill: -19%

What do the screens show for `COc1ccc(NC(=O)NC2COc3ccccc3C2)cc1Cl` (stereo not drawn)?
Imprint erasure: 3%[10.9 µM]; p53ts 32C tox: 8%; IkB sig inh: -1.5%; p53ts 39C kill: 4%

What do the screens show for `CC(=O)N1CCN(c2ccc(NCc3ccccc3)cc2)CC1`?
Imprint erasure: -8%; p53ts 32C tox: -2%; IkB sig inh: 1.1%; p53ts 39C kill: -4%

Results for CCOc1ccc(CNS(=O)(=O)c2ccc(-c3coc(C)n3)cc2)cc1 ?
Imprint erasure: -8%[10.9 µM]; p53ts 32C tox: -4%; IkB sig inh: -0.7%; p53ts 39C kill: -13%

What do the screens show for `CC(C)NC(=O)C1CCN(C(=O)c2cnn(-c3ccccc3)c2-n2cccc2)CC1`?
Imprint erasure: -18%[10.9 µM]; p53ts 32C tox: 0%; IkB sig inh: -0.5%; p53ts 39C kill: 12%

Results for Cc1ccc(C(=O)NCCc2ccc(Cl)cc2)cc1-n1c(C)nc2cccnc21 ?
Imprint erasure: 23%[10.9 µM]; p53ts 32C tox: -2%; IkB sig inh: inconclusive; p53ts 39C kill: 17%

What do the screens show for `C/C(CCC(=O)OC[C@@H]1O[C@H](C#Cc2ccccc2)C=C[C@@H]1Oc1ccc(C)cc1)=N/O[C@@H](C)CN1CCCCc2nc(C)c(C)cc21`?
p53ts 32C tox: 0%[9.22 µM]; p53ts 39C kill: -3%[9.22 µM]

What do the screens show for `COc1ccc(NC(=O)COn2nnc3ccc(Cl)cc32)cc1OC`?
Imprint erasure: -12%; p53ts 32C tox: -2%; IkB sig inh: 1.5%; p53ts 39C kill: -15%

How did COc1ccc(CNC(=O)CS(=O)(=O)c2cccc3nsnc23)cc1 do in these assays?
Imprint erasure: 4%[10.9 µM]; p53ts 32C tox: -6%; IkB sig inh: -2.2%; p53ts 39C kill: -20%

Results for CCn1c(=O)n(-c2ccc(F)c(Cl)c2)c(=O)c2sc3ccccc3c21 ?
Imprint erasure: -7%[10.9 µM]; p53ts 32C tox: -9%; IkB sig inh: 0.2%; p53ts 39C kill: -6%

Results for CCC(C)C(=O)Nc1cc(C(=O)OC)cc(C(=O)OC)c1 (stereo not drawn) ?
Imprint erasure: -6%; p53ts 32C tox: 5%; IkB sig inh: 0.2%; p53ts 39C kill: -9%

What do the screens show for `Cc1c(NC2=NC3(CCCCC3)Cc3ccccc32)c(=O)n(-c2ccccc2)n1C`?
Imprint erasure: -13%; p53ts 32C tox: -4%; IkB sig inh: 1.3%; p53ts 39C kill: -17%

How did CCOC(=O)C(C)Sc1nc(-c2ccco2)cc(C(F)(F)F)c1C#N (stereo not drawn) do in these assays?
Imprint erasure: -3%; p53ts 32C tox: -1%; IkB sig inh: 2.6%; p53ts 39C kill: -5%

Among those listed so far, 2 have two or more sulfur atoms:
What do the screens show for `CCOC(=O)N1CCN(C(=O)CSCC(=O)Nc2nc(-c3ccc4c(c3)OCO4)cs2)CC1`?
Imprint erasure: -41%[inhibitor]; p53ts 32C tox: -9%; IkB sig inh: inconclusive; p53ts 39C kill: -19%

How did COc1ccc(CNC(=O)CS(=O)(=O)c2cccc3nsnc23)cc1 do in these assays?
Imprint erasure: 4%[10.9 µM]; p53ts 32C tox: -6%; IkB sig inh: -2.2%; p53ts 39C kill: -20%

Continued.
What do the screens show for `COc1ccc(NC(=O)CN(c2ccccc2)S(=O)(=O)N(C)C)cc1OC`?
Imprint erasure: -8%; p53ts 32C tox: 6%; IkB sig inh: 2.9%; p53ts 39C kill: 5%

Results for Cc1ccc(C(=O)CSc2nnc(-c3cccs3)n2C)o1 ?
Imprint erasure: -14%; p53ts 32C tox: 8%; IkB sig inh: 1.3%; p53ts 39C kill: -1%

What do the screens show for `COC(=O)[C@@H]1C[C@@]2(O)[C@@H](O)[C@@H](O)[C@@H](O)C[C@H]2N1Cc1ccc(C)s1`?
Imprint erasure: -9%; p53ts 32C tox: 36%[activator]; p53ts 39C kill: 7%

What do the screens show for `Cc1cc(C)n(-c2nc(NC(C)C)nc(NC(C)C)n2)n1`?
Imprint erasure: 0%; p53ts 32C tox: -1%; IkB sig inh: 2.9%; p53ts 39C kill: -9%

Results for CCn1c(SCC(=O)N2CCOCC2)nnc1-c1cccs1 ?
Imprint erasure: 3%; p53ts 32C tox: 1%; IkB sig inh: 0.2%; p53ts 39C kill: -2%

What do the screens show for `CC(=O)c1cccc(NC(=O)c2ccc(N(Cc3ccccc3C)S(C)(=O)=O)cc2)c1`?
p53ts 32C tox: -8%; p53ts 39C kill: -9%

How did Cc1cc2c(cc1S(=O)(=O)N(C)CC(=O)Nc1cccc(C#N)c1)OCC(=O)N2 do in these assays?
Imprint erasure: 9%[10.9 µM]; p53ts 32C tox: 10%; IkB sig inh: -1.7%; p53ts 39C kill: -19%

What do the screens show for `CN(C)C1(CNC(=O)COc2ccc([N+](=O)[O-])cc2)CCCCC1`?
Imprint erasure: -6%[10.9 µM]; p53ts 32C tox: -2%; IkB sig inh: -1.3%; p53ts 39C kill: -4%

What do the screens show for `O=C1N(Cc2ccccc2)CCCC12CCCN(Cc1ccccc1)C2=O`?
Imprint erasure: -8%; p53ts 32C tox: 0%; IkB sig inh: 1.7%; p53ts 39C kill: 5%

What do the screens show for `Cc1cc(-c2ccccc2)n2ncc(C#N)c2n1`?
Imprint erasure: -4%; p53ts 32C tox: 7%; IkB sig inh: -4.7%; p53ts 39C kill: -4%

Results for O=C(CSc1nc2ccccc2n1-c1ccccc1)NCC1CCCO1 (stereo not drawn) ?
Imprint erasure: -13%; p53ts 32C tox: 5%; IkB sig inh: 1.2%; p53ts 39C kill: 8%

Results for Nc1nnc(-c2ccccc2)c(-c2ccccc2)n1 ?
Imprint erasure: -8%; p53ts 32C tox: -12%; IkB sig inh: -4.4%; p53ts 39C kill: -3%

Results for CCOC(=O)c1c(NC(=O)c2nc3n(n2)C(C(F)F)CC(C)N3)sc2c1CCCC2 (stereo not drawn) ?
Imprint erasure: -3%; p53ts 32C tox: -11%; IkB sig inh: -2.5%; p53ts 39C kill: -3%

How did Cc1ccccc1NC(=O)CCC(=O)N1CCSc2ccccc21 do in these assays?
Imprint erasure: -18%[10.9 µM]; p53ts 32C tox: 2%; IkB sig inh: -1.6%; p53ts 39C kill: -20%

How did Clc1cccc(-c2noc3ncnc(NC4CCCCC4)c23)c1 do in these assays?
Imprint erasure: -4%[10.9 µM]; p53ts 32C tox: -13%; IkB sig inh: inconclusive; p53ts 39C kill: -9%

What do the screens show for `CCOC(=O)c1c(C)[nH]c(CCC(=O)NCc2ccc(F)cc2)c1C`?
Imprint erasure: -5%[10.9 µM]; p53ts 32C tox: 3%; IkB sig inh: -0.9%; p53ts 39C kill: -21%

How did Fc1ccc(-c2nnc(SCc3ncc(-c4ccccc4)o3)n2CC2CCCO2)cc1 (stereo not drawn) do in these assays?
Imprint erasure: -15%; p53ts 32C tox: -7%; IkB sig inh: 5.9%; p53ts 39C kill: 4%

Results for O=C(OCc1ccco1)c1ccc2c(c1)N(Cc1cccc(F)c1)C(=O)c1ccccc1S2 ?
Imprint erasure: -18%[10.9 µM]; p53ts 32C tox: 19%; IkB sig inh: -2.1%; p53ts 39C kill: -10%

How did CC(CCC(=O)O)C1CCC2C3CC[C@H]4CC(O)CC[C@@]4(C)C3CC(O)[C@]12C (stereo partly drawn) do in these assays?
Imprint erasure: -2%; p53ts 32C tox: 11%; p53ts 39C kill: 16%

Results for CCC(C)(C)n1nnnc1C(c1cccs1)N1CCN(Cc2ccccc2)CC1 (stereo not drawn) ?
Imprint erasure: -14%; p53ts 32C tox: -8%; IkB sig inh: 0.9%; p53ts 39C kill: -1%

Ordered by number of heavy atoms (smallest number first): three of the compounds above
Results for Nc1nnc(-c2ccccc2)c(-c2ccccc2)n1 ?
Imprint erasure: -8%; p53ts 32C tox: -12%; IkB sig inh: -4.4%; p53ts 39C kill: -3%

What do the screens show for `COC(=O)[C@@H]1C[C@@]2(O)[C@@H](O)[C@@H](O)[C@@H](O)C[C@H]2N1Cc1ccc(C)s1`?
Imprint erasure: -9%; p53ts 32C tox: 36%[activator]; p53ts 39C kill: 7%

Results for CCOC(=O)c1c(NC(=O)c2nc3n(n2)C(C(F)F)CC(C)N3)sc2c1CCCC2 (stereo not drawn) ?
Imprint erasure: -3%; p53ts 32C tox: -11%; IkB sig inh: -2.5%; p53ts 39C kill: -3%

Carrying on.
How did Cc1ccc(-n2cc(C(C)(C)C)[nH]c2=S)cc1 do in these assays?
Imprint erasure: -18%; p53ts 32C tox: -5%; IkB sig inh: -1.4%; p53ts 39C kill: -10%

Results for O=C(N/N=C/c1ccc(-c2ccccc2[N+](=O)[O-])o1)c1cncc(Br)c1 ?
p53ts 32C tox: -4%; p53ts 39C kill: -1%

Results for O=C(NC1CC(=O)N(c2cccc(F)c2)C1)c1cc2ccccc2o1 (stereo not drawn) ?
Imprint erasure: 21%[10.9 µM]; p53ts 32C tox: -3%; IkB sig inh: -2.3%; p53ts 39C kill: -14%

How did O=C1c2ccccc2-c2ccc(C(=O)N3CCOCC3)cc21 do in these assays?
Imprint erasure: -10%; p53ts 32C tox: 2%; IkB sig inh: -2.2%; p53ts 39C kill: 6%

What do the screens show for `CCOC(=O)Cn1c(N2CCOCC2)nc2c1c(=O)[nH]c(=O)n2C`?
Imprint erasure: 3%; p53ts 32C tox: -9%; IkB sig inh: 2.0%; p53ts 39C kill: -3%

What do the screens show for `C=CCn1c(SC(C)C(=O)NCc2ccc3c(c2)OCO3)nnc1C1CCCCC1` (stereo not drawn)?
Imprint erasure: -6%; p53ts 32C tox: 6%; IkB sig inh: 1.5%; p53ts 39C kill: 3%

What do the screens show for `Cc1ccc(CN2CCCN(Cc3c(C)cc(C)cc3C)S2(=O)=O)cc1`?
Imprint erasure: 4%[10.9 µM]; p53ts 32C tox: -4%; IkB sig inh: inconclusive; p53ts 39C kill: -24%

How did O=C(NCc1ccccc1)c1ccc(Cn2c(=O)c3cccn3c3cccnc32)cc1 do in these assays?
Imprint erasure: 6%[10.9 µM]; p53ts 32C tox: 5%; IkB sig inh: -0.2%; p53ts 39C kill: -17%

Results for Cc1ccc(S(=O)(=O)N2CCOCC2)cc1C(=O)Nc1ccc(-c2cn3ccsc3n2)cc1 ?
Imprint erasure: -34%[inhibitor]; p53ts 32C tox: -1%; IkB sig inh: inconclusive; p53ts 39C kill: 0%

Bioassay records: PubChem, National Center for Advancing Translational Sciences (NCATS)
